EWS-Fli inh: EWS/Fli transcriptional activity inhibition. A673 NR0B1-luciferase reporter, viability-normalised. inhibition, % at 12.6 µM. 350,000 compounds, 0.67% hits. AID 651661;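 active = mean inhibition of at least 50% after viability correction, with every replicate also passing that limit; inconclusive = mean reaches 50% but only one of two replicates passes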;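 note: firefly luciferase signal divided by Alamar Blue viability fluorescence both relative to DMSO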
FN deposit inh: fibronectin deposition inhibition; AH1F fibroblasts, Alexa488-fibronectin deposition fluorescence, overnight; inhibition, % at 12.6 µM; 350,000 compounds, 0.086% hits; AID 743247;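 active = mean inhibition across replicates of 30% or more, regardless of how many single replicates reach that level; inconclusive = mean under 30% yet at least half of replicates reach 30%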;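 note: positive control wells lacked labelled fibronectin entirely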
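Assay system: AH1F fibroblasts assembling fluorescent fibronectin matrix; Amount: 10000 AH1F cells per well; Buffer or medium: DMEM, 2% serum; Probe or stimulus: Alexa488-fibronectin, 24 nM final in well; Doses: single compound dose, delivered by pin transfer; Incubation: 1 h adhesion, overnight exposure; Measured by: fluorescence 485/525 nm; Read-out: fibronectin deposition inhibition.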
PAX8 reporter: PAX8 transcriptional activity inhibition. RMG-I TPO-luciferase reporter, SteadyGlo, 24 h. inhibition, % at 12.6 µM. 360,000 compounds, 1.2% hits;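 active = mean replicate inhibition at least 60% with every replicate also reaching 60%; inconclusive = only one of the two criteria is met; inactive = mean below 60% and not all replicates reaching 60%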;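 note: luciferase light reporting Pax8 driven TPO promoter activity; plate controls were median of neutral control wells for no effect and mitoxantrone controls for full effect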
DENV2 CPE rescue: inhibitors of DENV2 cytopathic effect; 350,000 compounds, 1.7% hits; CPE inhibition, % at 9.99 µM; DENV2-infected cells, cytopathic effect rescue, plate reader; in the data active = CPE inhibition above about 20%, passing the limit was not always enough; inconclusive = no clear call, values can overlap the other calls; tested in BHK-21 cells;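 note: 0% = median of neutral control wells and 100% = median of positive control wells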
GSIS activator: GLuc luminescence reporter in INS-1E cells, primary screen for activators of glucose-dependent secretion of insulin; 370,000 compounds, 0.61% hits; INS-1E GLuc reporter insulin secretion, 2-3 h; activation, % at 16.6 µM;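 active = lowest replicate activation of at least 40%, so every replicate reaches that level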;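 note: 0% = median of neutral control wells and 100% = median of IBMX positive control wells; some compounds called inactive have numbers as strong as hits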
miR122 inh: miR-122 inhibition in Huh7 cells; Huh7 miR-122 Renilla luciferase sensor, 48 h; neutral wells = 0, positive control = 100; activation (reporter increase), % at 12.5 µM; 340,000 compounds, 0.3% hits; AID 602342;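 active = mean replicate activation score at least 90 and every replicate individually at or above 90; inconclusive = only one of the two criteria met; inactive = neither criterion met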;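 note: higher luciferase means less miR-122 activity so hits act as miR-122 inhibitors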
F508del corr: CFTR F508del correction in bronchial cells | CFBE cells, YFP halide quenching; stimulated with forskolin plus potentiator P3; % fluorescence drop versus neutral controls | activity (quench increase), % at 7.58 µM | 350,000 compounds, 0.36% hits | AID 720511;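 active = mean added fluorescence quench of at least 8% versus neutral control, with both replicates also reaching 8%; inconclusive = only one of the mean or replicate conditions met; inactive = mean below 8% and not both replicates reaching 8%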;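 note: cells transiently co-express mutant CFTR-F508del with the halide-sensitive YFP; corrector assay measuring rescue of mutant channel to the surface after 24 h compound exposure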
Numbers without * were called inactive; ? = inconclusive; / = no result given; & = joins results of further samples; ! = repeats disagree; [ ] = another dose, or the depositor's remark.

SMILES | EWS-Fli inh | FN deposit inh | PAX8 reporter | DENV2 CPE rescue | GSIS activator | miR122 inh | F508del corr
Cn1c(SCC(=O)CC(=O)Nc2ccccc2)nnc1-c1ccc(O)cc1 | 0 | / | / | 9 | -6 | -4 | 0.1
C[C@H](CO)N1C[C@H](C)[C@@H](CN(C)CC2CCCCC2)Oc2ccc(NS(=O)(=O)c3cn(C)cn3)cc2CC1=O | -2 | / | -5 | -9 | 11 | -4[16.7 µM] | -1.2
c1ccc(C2OC3c4cccc5cccc(c45)C3N2c2ccccc2)cc1 (stereo not given) | / | 3 | 19 | / | / | 0 | /
O=C(NCc1ccc(F)cc1)C(=O)NCC1OCCN1C(=O)c1cccs1 (stereo not given) | -5 | 2 | -13 | 2 | -6 | -3 | 1.1
C[C@@H]1CN([C@@H](C)CO)C(=O)c2cc(NC(=O)Nc3ccc(C(F)(F)F)cc3)ccc2O[C@@H](C)CCCCO[C@H]1CN(C)Cc1ccncc1 | 14 | / | 86* | -4 | -13 | -8[16.7 µM] | 2.0
O=S(=O)(c1ccccc1)N1CCCCN2[C@H](C1)[C@H](c1ccc(C#Cc3ccccc3)cc1)[C@@H]2CO | / | / | -8 | / | -21 | -12[16.7 µM] | 1.8
Cc1ccc(CNC(=O)/C=C/C(=O)O)cc1 | 6 | -8 | -12 | -5 | 2 | / | 4.6
O=S(=O)(NC1CCCC1)c1cc(F)ccc1F | -1 | / | -14 | ? | 15 | 13 | 0.8
CCc1nc2c(OCc3ccccc3C(=O)OC)cccn2c1N(C)C(=O)c1cccc(OC)c1 | -1 | 13 | 2 | -4 | -7 | 5 | -1.2
Fc1ccccc1Nc1ncnc2c1nnn2Cc1ccccc1 | -11 | -7 | -35 | -4 | 20 | -3 | 2.0
CCS(=O)(=O)N1CCN(C(=O)COc2ccc(-c3ccccc3)cc2)CC1 | / | 3 | -18 | / | / | -13 | /
Cc1noc(C)c1NC(=O)Nc1ccc2c(c1)C(=O)N(C)[C@@H]1CC[C@@H](CC(=O)N(C)C)O[C@H]1CO2 | -1 | -6 | -9 | 17 | -3 | 3[16.7 µM] | 2.8
Nc1nccnc1C(=O)OCc1nc2sc3c(c2c(=O)[nH]1)CCCC3 | 8 | -5 | 46 | ? | -4 | -1 | -1.5
CCCN1C2=C(C(=O)CCC2)C(c2ccc(O)c(Br)c2)C2=C1CCCC2=O | / | 1 | 7 | / | / | 0 | /
O=C(O)c1cccc(S(=O)(=O)Nc2ccc(-c3ccccc3)cc2)c1 | -7 | 0 | -26 | 3 | / | -5 | 1.7
CCc1nn2c(=O)c(S(=O)(=O)Nc3ccccc3)c(C)nc2s1 | -5 | -2 | -4 | -3 | -1 | / | -0.1
CSc1ccc(Oc2cccc3c2S(=O)(=O)N(C2CC2)C[C@@H](COCc2ccccc2)O3)cc1C | 8 | -2 | -1 | ? | -17 | / | 3.8
Cc1ncc([N+](=O)[O-])n1Cc1ccc(Br)cc1 | -2 | 4 | -7 | -1 | 8 | / | /
CCC(C)NC(=O)Cc1cn(C)c2ccccc12 (stereo not given) | / | 0 | 14 | / | / | -4 | /
Cc1ccc2c(cnn2C(=O)CCCC(=O)NCc2ccc(F)cc2)c1 | -16 | -1 | -49 | -3 | / | -4 | -5.8
S=C1NCCc2ccc(Cl)cc2C1c1ccccc1 (stereo not given) | / | 10 | 9 | / | / | ? | /
C[C@]12CCC(=O)C=C1CC[C@@H]1[C@@H]2CC[C@@]2(C)[C@H]1CC[C@@]21CCC(=O)O1 | 6 | -6 | 14 | 2 | -20 | / | -3.5
CCC(=O)Nc1ccc(C(=O)NNC(=O)c2ccccc2)cc1 | 3 | -10 | -11 | / | 1 | / | -1.8
COc1ccc2c3c([nH]c2c1)[C@@H](CO)N(Cc1ccccc1OC)CC31CN(C(C)=O)C1 | -4 | -7 | -13 | -6 | 2 | / | 2.3

3 compounds already listed, ordered by length of the SMILES, lowest first.
SMILES | EWS-Fli inh | FN deposit inh | PAX8 reporter | DENV2 CPE rescue | GSIS activator | miR122 inh | F508del corr
O=C(O)c1cccc(S(=O)(=O)Nc2ccc(-c3ccccc3)cc2)c1 | -7 | 0 | -26 | 3 | / | -5 | 1.7
CSc1ccc(Oc2cccc3c2S(=O)(=O)N(C2CC2)C[C@@H](COCc2ccccc2)O3)cc1C | 8 | -2 | -1 | ? | -17 | / | 3.8
C[C@]12CCC(=O)C=C1CC[C@@H]1[C@@H]2CC[C@@]2(C)[C@H]1CC[C@@]21CCC(=O)O1 | 6 | -6 | 14 | 2 | -20 | / | -3.5

The list continues.
SMILES | EWS-Fli inh | FN deposit inh | PAX8 reporter | DENV2 CPE rescue | GSIS activator | miR122 inh | F508del corr
CC(=O)c1ccc(C(=O)N2CCCC(CO)(Cc3ccccc3C)C2)s1 (stereo not given) | 0 | -2 | 20 | -4 | -17 | 6 | -0.7
Cc1nc2ccccc2n1S(=O)(=O)c1ccc(Br)cc1 | / | -1 | -7 | / | 8 | -9 | /
Cc1c(C(=O)N(C)Cc2cccc(F)c2)oc2c(Cl)cccc12 | -3 | 13 | 6 | -4 | 10 | / | 2.4
CCCC#Cc1ccc2c(c1)O[C@H](CN(C)C(=O)CC)[C@@H](C)CN([C@H](C)CO)S2(=O)=O | 7 | / | -14 | -8 | -11 | 36[16.7 µM] | -0.7
CSc1ccccc1NC(=O)Nc1cccc(Cl)c1C | -26 | -5 | -4 | 4 | -22 | / | -0.9
COc1cc(C(=O)NCc2ccc(S(N)(=O)=O)cc2)ccc1OCC(=O)Nc1cccc(C(F)(F)F)c1 | 5 | 2 | -4 | -2 | 5 | / | 3.3
O=C(Nc1ccc(S(=O)(=O)N2CCOCC2)cc1)c1ccccc1Br | -2 | -12 | 17 | 4 | -9 | 0 | 1.9
O=C(Nc1cccc(Cl)c1)N[C@@H]1CC[C@@H](CCNC(=O)C2CC2)O[C@@H]1CO | -3 | 1 | -11 | -3 | -8 | / | -0.1
Cc1ccn2cc(CNS(=O)(=O)c3ccc4c(c3)OCCO4)nc2c1 | -2 | 0 | 4 | 2 | -1 | / | -0.9
Cc1cccc(C(=O)N=C2SC3CS(=O)(=O)CC3N2c2ccccc2)c1 (stereo not given) | 0 | -2 | 2 | -1 | 0 | -1 | 2.2
COc1cc2cc(CCCOC(=O)c3ccc(C#N)cc3)oc(=O)c2cc1OC | -8 | 11 | 6 | ? | 21 | / | 1.4
COc1ccc(NC(=O)Nc2ccc3c(c2)C(=O)N([C@H](C)CO)C[C@H](C)[C@H](CN(C)C(=O)Nc2ccc4c(c2)OCO4)O3)cc1 | -50 | / | -8 | 7 | -7 | -4[16.7 µM] | 0.0
N#CCC(N)=C(C#N)C#N | -1 | -6 | -6 | -4 | / | -2 | 1.8
Cc1onc(-c2ccccc2)c1C(=O)N1CCN(c2ncccc2C(F)(F)F)CC1 | 5 | 2 | 1 | -1 | -9 | 0 | -1.1
CCCCCN(C(=O)Cc1c(C)n(CCCCC)c2ccccc12)c1ccc(Oc2cccnc2)c(C)c1 | 4 | 3 | -20 | 8 | / | / | -5.5
CC(=O)NCCc1ccc(-c2csc(NC(=O)C3CC(=O)N(C4CCCC4)C3)n2)cc1 (stereo not given) | 4 | / | -8 | 18 | -6 | / | -6.9
CN(C)CCCNS(=O)(=O)c1cc(Cl)ccc1Cl | / | 8 | / | / | 5 | -1 | /
CC(C)CC#Cc1cnc2c(c1)C(=O)N([C@@H](C)CO)C[C@H](C)[C@H](CN(C)C(=O)c1cccc(F)c1)O2 | 14 | -26 | -13 | 11 | -8 | 6[16.7 µM] | -0.1
CCCCCCCCN1C(=O)[C@@H](CC(=O)NCc2ccccc2)C[C@@]2(C(=O)OC)C1=C[C@H](C1CCCC1)O[C@@H]2C | 0 | 6 | 15 | -7 | -27 | / | 1.4
COc1ccc(C(C)=O)cc1CSc1nc(C)cc(C)n1 | -9 | -4 | 6 | -5 | 24 | / | -1.4
CO[C@H]1CN(C)C(=O)c2cc(NC(=O)c3cnccn3)ccc2OC[C@H](C)N(CC2CC2)C[C@H]1C | 13 | -3 | / | 5 | 2 | / | 1.8
CC(C)=CCc1cc(-c2oc3cc(O)cc(O)c3c(=O)c2O)ccc1O | -5 | / | / | 18 | -23 | -2 | 1.0
Cc1ccc(CN2CCN(c3ccccc3)CC2)o1 | 5 | 5 | 14 | 7 | -16 | 4 | -1.0
Cc1ccc(NC(=O)c2nc[nH]c2C(=O)NCCCCCCNC(=O)c2[nH]cnc2C(=O)Nc2ccc(C)cc2)cc1 | 4 | -11 | 1 | 0 | 15 | -2 | 1.9
COc1ccc(Cl)cc1NC(=O)CN(C)C(=O)c1cc2ccccc2cc1O | 6 | 11 | 27 | -9 | -49 | 27 | 0.0
COc1ccc(C(=O)OCC2CC(c3ccccc3)N(C)O2)cc1 (stereo not given) | / | 6 | -13 | / | / | -6 | /
CO[C@H]1CN(C)C(=O)c2ccc(NC(=O)Nc3ccc(Cl)c(Cl)c3)cc2OC[C@H](C)NC[C@@H]1C | 69* | 31*! | 30 | 4 | -7&-18&-34 | 12[16.7 µM] | /
COc1ccccc1CNC(=O)CSc1nc(=O)n(Cc2ccncc2)c2c1CCC2 | -2 | -2 | -1 | 1 | 7 | 6 | 3.9
C[C@@]12C(=O)N(Cc3ccco3)CC(=O)N1[C@H]1c3ccccc3OC[C@@H]1[C@@H]2c1ccccc1 | -3 | 0 | 2 | -5 | -29 | 2 | 4.2
CC(C)N1CCc2c(sc(NC(=O)c3ccco3)c2C(N)=O)C1 | / | / | -22 | -6 | 30 | -1 | 1.5
Cc1n[nH]c(C)c1S(=O)(=O)N1CCC(C(=O)Nc2cccc(F)c2)CC1 | / | 18 | 3 | -1 | 2 | 7 | -0.6
O=C(CCc1nnc(Cc2ccc(-c3ccccc3)cc2)o1)NCCc1ccccn1 | -1 | 12 | -13 | 6 | -5 | / | 0.3
O=C(CSc1nnc(-c2ccc(O)cc2)o1)Nc1cccc(O)c1 | -53 | 2 | -135 | 4 | -2 | 2 | 0.5
O=C(c1ccccc1)c1ccc2ccccc2n1 | / | / | -35 | / | 50* | 0 | /
CCCCC(=O)Nc1nnc(SCC(=O)N2CCN(c3ccccc3OC)CC2)s1 | / | -6 | 0 | / | / | 0 | /
Cc1ccc(NC(=O)CC(=O)Nc2ccc(C)c(C)c2)cc1C | 2 | -2 | -13 | 9 | 3 | 12 | -4.5
C/C(Cc1ccccc1)=N\NC(=O)CNC(=O)c1ccc(Cl)cc1 | -5 | -1 | -6 | 3 | -11 | -1 | 0.7
CO[C@H]1CN(C)C(=O)c2ccc(NC(C)=O)cc2OC[C@@H](C)N(C(=O)c2ccc(F)cc2)C[C@@H]1C | -2 | 0 | -6 | 8 | 1 | -1[16.7 µM] | -1.5
O=C(c1ccco1)N1CCN(C23CC4CC(CC(C4)C2)C3)CC1 | 0 | 3 | 9 | -3 | 9 | / | -0.7
CC1(C)Cc2c(c(-c3ccco3)nc3sc4c(NCCO)ncnc4c23)CO1 | 13 | 10 | 4 | 4 | 88* | / | -1.0
CC1=Cc2ccccc2C(C#N)N1C(=O)c1ccccc1 (stereo not given) | -9 | 7 | 4 | 0 | 3 | 0 | -0.1
CC(C)c1cn(CC[C@@H]2CC[C@@H](NC(=O)C3CCCCC3)[C@@H](CO)O2)nn1 | -5&-5 | 6&5 | -1 | 7&-1 | 2&13 | / | 1.5&-1.3
Cc1onc(-c2ccccc2)c1C(=O)OCC(=O)c1ccc[nH]1 | 0 | -1 | 0 | 5 | 3 | -9 | -1.8
C=CCn1c(N)cc(=O)nc1SCC(=O)Nc1ccc(C(=O)OC)cc1 | -1 | 0 | 1 | -3 | 9 | -4 | -2.1
Cc1n[nH]c(C)c1CS(=O)(=O)c1ccccc1 | 6 | 3 | 16 | 0 | 5 | / | 0.5
